Compound activity as filed in PubChem.
NF-kB expr up: NF-kB expression increase, human neuronal cells | NF-kB reporter expression; active compounds read high | fold change at 12.5 µM | 1.6% of 190,000 active | AID 1239; in the data active = fold change above about 3.3
Hsp70 act: transcriptional activators of Hsp70; activation, % at 10 µM; HeLa Hsp70 promoter luciferase reporter, luminescence; scaled: vehicle 0, proteasome-inhibitor control 100%; 0.04% of 200,000 active;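 active = activation above the mean across all tested compounds plus 3 SD, cutoff set per campaign, cut at about 5.5% in these data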;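 note: 100% = MG132 at 30 µM as the positive control and 0% = DMSO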
Redox H2O2 prof: compounds producing H2O2 with reducing agent – biochemical, NIH compound library profiling, artefact control for MLSCN library redox annotation, primary screen; DTT-dependent redox cycling H2O2, phenol red/HRP absorbance; 100% = 100 µM peroxide control, 0% = buffer; activation, % at 10 µM; 0.03% of 200,000 active;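 active = activation of at least 50% relative to the plate's high and low controls in the primary single-dose screen; inactive = activation below 50%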;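 note: compound incubated with DTT at 0.8 mM final as the reducing agent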
APP 5'UTR act: activates APP 5'UTR luciferase reporter; activation, % at 2 µM; 1% of 190,000 active; SH-SY5Y APP 5'UTR luciferase reporter, luminescence; zero percent = DMSO vehicle wells;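 active = activation above a set limit, based on mean plus 3 SD of controls, cut at about 140% in these data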; note: values of inactives mirror those of a sister screen read the other way
FLuc act counter: firefly luciferase counter-screen for stimulation assays | 200,000 tested, under 10 active | AID 1027 | activation factor at 10 µM | ATPlite luciferase biochemical, luminescence, 10 min; 0 = ATP-free wells, 1 = DMSO control | P08659;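 active = luciferase activation factor, scaled between plate controls, of at least 2 with compound at 10 µM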
Target sequence (P08659 whole entry, looked up): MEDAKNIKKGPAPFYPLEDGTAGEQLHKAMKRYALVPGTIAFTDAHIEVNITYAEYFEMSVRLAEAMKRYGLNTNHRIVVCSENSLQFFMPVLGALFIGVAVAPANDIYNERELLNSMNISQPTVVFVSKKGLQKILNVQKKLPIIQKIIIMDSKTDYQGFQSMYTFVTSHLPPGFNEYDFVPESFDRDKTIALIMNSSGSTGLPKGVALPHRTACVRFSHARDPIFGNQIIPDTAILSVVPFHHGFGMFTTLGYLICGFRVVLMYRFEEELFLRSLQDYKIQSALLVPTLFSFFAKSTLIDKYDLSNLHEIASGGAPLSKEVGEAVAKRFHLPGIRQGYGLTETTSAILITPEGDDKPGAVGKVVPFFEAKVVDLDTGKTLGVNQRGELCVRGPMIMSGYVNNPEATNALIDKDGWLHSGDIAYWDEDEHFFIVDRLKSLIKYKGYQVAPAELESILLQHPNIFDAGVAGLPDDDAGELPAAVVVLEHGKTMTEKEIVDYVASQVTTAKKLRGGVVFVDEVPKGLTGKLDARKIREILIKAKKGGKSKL
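Material: luciferase plus luciferin reagent, cell-free. Medium: PBS buffer for ATP. Also added: ATP substrate, dispensed from a 10.24 µM working solution in PBS. Doses: test compounds dosed from 2 mM stocks in 100% DMSO. Incubation: 10 min post-reagent at room temperature. Technique: light output (luminescence). Read-out basis: luminescence gain marking luciferase activators.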
STAT1 activator: activators of IFN-gamma induced STAT1 signaling; 2.6% of 200,000 active; AID 932; activation (% of control), % at 5.5 µM; NIH 3T3 STAT1-luciferase reporter, luminescence; 100% = IFN-gamma alone, no compound;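 active = activation above the screen-wide mean activation plus 3 SD, cut at about 130% in these data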;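 note: raw ratio to IFN-gamma control signal so 100% means no change and 0% no light; values of inactives mirror those of a sister screen read the other way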
FLuc inhib CS: counter-screen for luciferase assay inhibitors: firefly luciferase inhibition. P08659. ATPLite firefly luciferase biochemical luminescence, 10 min. inhibition, % at 10 µM. 1.5% of 200,000 active. AID 1006;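 active = inhibition above about 50% when tested at 10 µM, limit read from the data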
HMGR II inh: E. faecalis class II HMG-CoA reductase inhibition; purified E. faecalis HMGR, NADPH absorbance 340 nm kinetic; inhibition, % at 10 µM; 0.41% of 190,000 active; AID 1066;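 active = inhibition above a set limit, the median over all tested compounds plus 3 SD, cut at about 9.5% in these data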;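 note: enzyme runs in reverse so mevalonate oxidation gives rising NADPH absorbance; 0% = complete reaction with DMSO and 100% = background rate lacking mevalonate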
APP 5UTR inh: APP translation inhibition. SH-SY5Y APP 5'UTR-luciferase reporter, luminescence. inhibition, % at 2 µM. 0.82% of 190,000 active. AID 1285;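 active = inhibition above a set limit, derived from the sample mean plus 3 SD, cut at about 45% in these data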; note: values of inactives mirror those of a sister screen read the other way
G6PDH CS: inhibits Leuconostoc G6PDH, flagging false hits in G6PDH-based assays | inhibition, % at 5 µM | AID 1020 | 0.12% of 200,000 active | Purified L. mesenteroides G6PDH, diaphorase/resazurin coupled fluorescence, 45 min; in the data active = inhibition above about 50%
The depositor's hits bear a star; x = no result given.

SMILES	NF-kB expr up	Hsp70 act	Redox H2O2 prof	APP 5'UTR act	FLuc act counter	STAT1 activator	FLuc inhib CS	HMGR II inh	APP 5UTR inh	G6PDH CS
CCc1nc(NC2CCCCC2)c(C#N)c2c1COC(C)(C)C2	0.89	0.2	0.7	0	1	98	-5	0	0	9
COCCNC(=S)N/N=C/c1ccc2c(c1)OCCO2	1.1	-0.3	-0.5	-19	0.4	98	59*	-5	19	-4
COc1ccc(S(=O)(=O)N(C)c2ccc(OCC(=O)Nc3cc(C)on3)cc2)cc1	1.2	-0.4	1.7	-2	1.1	102	-9	2	2	4
O=C(CCl)Nc1cc(SCC(O)CO)cc([N+](=O)[O-])c1 (centres undefined)	0.15	-0.7	-0.1	16	1	49	1	1	-16	18
Cc1cc(C)nc(NC(=O)c2c(C(=O)O)noc2C)n1	1.1	1.1	-0.7	6	1.1	98	-7	-6	-6	-7
COc1ccc2c(Cl)c(-c3nnc(SCC(N)=O)n3C)sc2c1	1.2	-0.1	-2.8	14	1.1	85	-6	-5	-14	-10
N#CC1=C(N)SC(N)=C(C#N)C1c1cccc(O)c1	1.3	0.0	2.9	30	1	97	-2	0	-30	16
COc1ccc(C(=O)NNC(=O)CCC(=O)Nc2cc(C)on2)cc1	1.2	0.0	-0.1	-17	1	94	-1	-6	16	-2
Cc1nnc2sc(SCc3ccccc3Cl)nn2c1=O	1.2	-0.3	0.6	6	1	80	3	0	-6	3
OC(COc1ccc2c(c1)OCO2)CN1CCN(c2ccc(F)cc2)CC1 (centres undefined)	1.3	-0.3	0.1	-12	1	102	-4	0	12	1
CCOCCn1c(CN(Cc2ccccc2)Cc2ccccc2)nc2c1c(=O)n(C)c(=O)n2C	0.55	-0.3	-0.8	x	1.1	92	-8	-7	x	5
CN(C)c1ccc(NC(=O)CSc2nc3c(c(=O)[nH]2)CCCC3)cc1	1.1	-0.3	-0.2	22	1.1	100	-7	-8	-22	-22
CN(CC(=O)N1CCCC1)S(=O)(=O)c1ccc2ccccc2c1	0.95	-0.2	-0.4	5	1.1	93	-5	-4	-5	10
Cc1sc(NC(=O)c2cc(-c3ccccc3)nc3ccccc23)c(C(N)=O)c1C	0.99	-0.2	-0.1	1	1	100	-2	-2	-1	-29
Cc1ccc(NC(=O)C(Cc2ccccc2)N2C(=O)C3C4CCC(C4)C3C2=O)cc1Cl (centres undefined)	0.44	-0.3	0.0	-2	1	100	-4	2	2	3

For reference, 11 of the compounds above:
SMILES	NF-kB expr up	Hsp70 act	Redox H2O2 prof	APP 5'UTR act	FLuc act counter	STAT1 activator	FLuc inhib CS	HMGR II inh	APP 5UTR inh	G6PDH CS
Cc1cc(C)nc(NC(=O)c2c(C(=O)O)noc2C)n1	1.1	1.1	-0.7	6	1.1	98	-7	-6	-6	-7
COc1ccc2c(Cl)c(-c3nnc(SCC(N)=O)n3C)sc2c1	1.2	-0.1	-2.8	14	1.1	85	-6	-5	-14	-10
N#CC1=C(N)SC(N)=C(C#N)C1c1cccc(O)c1	1.3	0.0	2.9	30	1	97	-2	0	-30	16
COc1ccc(C(=O)NNC(=O)CCC(=O)Nc2cc(C)on2)cc1	1.2	0.0	-0.1	-17	1	94	-1	-6	16	-2
Cc1nnc2sc(SCc3ccccc3Cl)nn2c1=O	1.2	-0.3	0.6	6	1	80	3	0	-6	3
OC(COc1ccc2c(c1)OCO2)CN1CCN(c2ccc(F)cc2)CC1 (centres undefined)	1.3	-0.3	0.1	-12	1	102	-4	0	12	1
CCOCCn1c(CN(Cc2ccccc2)Cc2ccccc2)nc2c1c(=O)n(C)c(=O)n2C	0.55	-0.3	-0.8	x	1.1	92	-8	-7	x	5
CN(C)c1ccc(NC(=O)CSc2nc3c(c(=O)[nH]2)CCCC3)cc1	1.1	-0.3	-0.2	22	1.1	100	-7	-8	-22	-22
CN(CC(=O)N1CCCC1)S(=O)(=O)c1ccc2ccccc2c1	0.95	-0.2	-0.4	5	1.1	93	-5	-4	-5	10
Cc1sc(NC(=O)c2cc(-c3ccccc3)nc3ccccc23)c(C(N)=O)c1C	0.99	-0.2	-0.1	1	1	100	-2	-2	-1	-29
Cc1ccc(NC(=O)C(Cc2ccccc2)N2C(=O)C3C4CCC(C4)C3C2=O)cc1Cl (centres undefined)	0.44	-0.3	0.0	-2	1	100	-4	2	2	3

The listing continues:
SMILES	NF-kB expr up	Hsp70 act	Redox H2O2 prof	APP 5'UTR act	FLuc act counter	STAT1 activator	FLuc inhib CS	HMGR II inh	APP 5UTR inh	G6PDH CS
CCn1cc(S(=O)(=O)CC(=O)NC2CCCCC2)c2ccccc21	0.89	-0.8	-0.7	-1	1.1	93	-6	-8	1	8
O=C(c1nc2ncccn2n1)N1CCc2ccccc2C1	0.71	0.0	1.5	-8	1.1	100	-8	-1	8	2
COc1ccccc1NC(=O)C(=O)N(c1cccnc1)C(C(=O)NC(C)(C)C)c1ccccc1 (centres undefined)	0.92	0.5	-1.9	5	1	108	-3	-1	-5	7
COc1cc(CN2CC(=O)N(c3ccc(C)c(C)c3)C2=S)cc(OC)c1OC	0.81	-0.3	0.5	27	1.1	105	-6	-4	-27	20
Cc1ccc(C(=O)Nc2ccon2)cc1S(=O)(=O)N1CCCCCC1	1.3	-0.2	0.3	8	1	107	-2	-4	-8	1
CC(=O)N1CCc2cc(Br)cc(S(=O)(=O)CCC(=O)N3CCN(c4ccccn4)CC3)c21	1.2	-0.4	-0.1	11	1	106	0	-1	-11	2
COc1cc(/C=C(\C#N)c2nc3ccccc3[nH]2)c([N+](=O)[O-])cc1OCc1ccccc1	0.43	0.0	-10	33	1	104	-2	-3	-33	12
O=C(Cn1cnc2ccccc2c1=O)Nc1nnc(C2CC2)s1	1.1	-0.2	0.0	7	1	100	-2	-1	-7	-2
CC(C)CC(NS(=O)(=O)c1ccc2c(c1)oc(=O)n2C)C(=O)NC1CCCc2ccccc21 (centres undefined)	1.6	-0.3	-0.6	12	1	103	-2	-7	-12	-1
CCOC(=O)CN(C(=O)CSc1nnc(CNc2ccc(F)cc2)n1C)c1ccccc1	1.1	0.1	0.6	-3	1.1	99	-5	-2	3	-2
O=C1OC(N2CCN(C/C=C/c3ccccc3)CC2)c2ccccc21 (centres undefined)	1.1	-0.1	-0.2	19	1.1	99	-7	-3	-19	3
Cc1ccc(C)c(NC(=O)CSc2nnc(Cc3cccn3C)n2-c2ccc(F)cc2)c1	0.98	-0.4	-1.0	-18	1.1	91	-5	0	18	5
Cc1ccc(C2=NCN(c3ccc(C(=O)O)cc3)C(=S)N2)cc1	1.8	-0.1	0.2	28	1	136*	2	-5	-28	-2
Cc1c(NC(=O)COC(=O)c2c3c(nc4ccccc24)CCCC3)c(=O)n(-c2ccccc2)n1C	1	0.1	0.1	3	1	103	-3	4	-3	-2
CON/C=C(\C=Nc1ccc(Cl)cc1)c1ncc(C(F)(F)F)cc1Cl	0.93	-0.3	2.6	-10	1	100	0	-1	10	27
O=c1[nH]c2cc3c(cc2cc1CN(Cc1ccc2c(c1)OCO2)Cc1nnnn1CC1CCCO1)OCO3 (centres undefined)	1.1	0.0	1.8	5	1.1	103	-8	-4	-5	7
COc1ccc(OC)c(CN2CCN(c3ccccc3OC)CC2)c1	1.1	0.6	-0.6	-9	1	92	2	2	9	-3
Cc1ccc(C)c(C(=O)C(C)OC(=O)c2cccn2C)c1 (centres undefined)	1	0.0	-0.8	9	1.1	93	-8	-8	-9	2
CCOc1cc(N2CCOCC2)c(OCC)cc1NC(=O)CC12CC3CC(CC(C3)C1)C2	0.98	-0.2	0.1	7	1	98	0	-24	-7	8
Cc1ccc(/C=N/NC(=O)c2cccs2)o1	1.4	-0.2	0.0	24	0.8	128	24	-5	-24	0
N=c1c2c(n(Cc3cccc(Cl)c3)c3c1CCC3)CCCC2	0.61	-0.3	0.4	0	1.1	70	-8	-8	0	7
O=C(O)CCCn1cc(NC(=O)c2c(F)cccc2F)cn1	1.2	0.2	-0.3	-4	1	99	-5	0	4	8
O=C(Nc1nc(-c2ccccc2)cs1)c1cccc([N+](=O)[O-])c1C(=O)O	1.2	0.1	-0.1	12	1.1	94	-7	-11	-12	-16
CCC(=O)c1cc2c(C)cc(=O)oc2c(C)c1O	1.5	-0.1	1.2	18	1	103	-5	-7	-18	3
CN(C)/C=C/C(=O)c1cccc([N+](=O)[O-])c1	1.1	-0.2	-0.9	4	1	108	-5	-9	-4	7
CCOC(=O)c1c(CN2CCN(Cc3ccccc3)CC2)n(C)c2cc(Br)c(OC)cc12	0.78	-0.1	-0.1	10	1.1	96	-8	-1	-10	5
CN(CC(=O)NCCc1ccccc1)S(=O)(=O)c1cccc2nsnc12	1.2	0.2	-0.4	8	1	96	5	-4	-8	-5
O=C(c1ccco1)N1CCN(S(=O)(=O)/C=C/c2ccccc2)CC1	1.2	-0.1	-2.1	12	1	97	-2	-5	-12	5
Cc1cc(C)nc(Sc2ccc(/C=C(\C#N)C(=O)Nc3ccccc3)o2)n1	1.3	-0.3	-0.9	3	1	98	4	2	-3	12
COC(=O)c1onc(-c2ccccc2)c1C(=O)OC	0.98	0.2	0.0	-15	1.1	102	-6	0	15	-16
Cc1ccc(N=Nc2c(N)nn3c(C)cc(C)nc23)cc1	1.1	-0.1	-0.5	0	1	105	0	-1	0	0
COc1cc(C(O)P(=O)(OC2CCCCC2)c2ccc(N(C)C)cc2)cc(OC)c1OC (centres undefined)	1.1	-0.2	-0.1	20	1	102	-2	-1	-20	7
Cc1ccc(-n2c3nc(=O)[nH]c(=O)c-3cc3c(C)nn(-c4ccccc4)c32)c(C)c1	1.1	-0.4	0.2	-1	1	104	3	-1	1	4
COc1ccccc1N1CCN(C(c2cccs2)C(C)NS(=O)(=O)c2ccccc2)CC1 (centres undefined)	0.86	0.2	-0.1	1	1	102	-4	-4	-1	-15
C=C(C)Cn1c(C)cc(C)c(S(=O)(=O)c2ccc(C)cc2)c1=O	0.98	-0.3	-1.4	-25	1.1	92	-6	-3	25	7
Cc1ccc(S(=O)(=O)N2CCOCC2)cc1C(=O)OCC(=O)N1c2ccccc2NC(=O)C1(C)C	0.64	-0.3	-0.2	3	1.1	89	-6	-1	-3	1
Cc1ccc(CN2CCN(/N=C\c3cccc([N+](=O)[O-])c3)CC2)cc1	0.98	-0.3	-0.1	1	1	97	0	-5	-1	2
CCOc1ccc(C(=O)NC(=S)Nc2ccc(N3CCCCC3)cc2)cc1[N+](=O)[O-]	1.1	0.0	-0.5	18	1	99	-2	-4	-18	-8
CCCC(=O)c1cc2ccccc2oc1=O	0.99	-0.5	13	-1	1	96	-1	-3	1	15
CC(NC(=O)OCc1ccccc1)C(=O)N1CC(O)CC1C(=O)O (centres undefined)	1.1	0.0	0.9	3	0.9	99	6	-4	-3	-8
CCc1nnc(NC(=O)CSc2nnc(-c3c[nH]c4ccccc34)n2CCOC)s1	1.3	-0.2	1.8	-2	1	99	0	0	2	12
O=C(Nc1ccc(Oc2cccc3ccccc23)cc1)c1ccco1	0.94	-0.2	0.5	13	1	97	2	-4	-13	15
COc1ccc(/C=N/NC(=O)CNC(=O)C2COc3ccccc3O2)cc1OC (centres undefined)	0.84	0.1	-0.4	-6	1	98	2	5	6	-10
